# TDP43 rescue – qHTS of TDP-43 Inhibitors; TDP-43 expressing yeast growth rescue, BacTiter-Glo, 24 h; Potency, µM (doses to about 46.1 µM), without a hit: at the highest dose growth rescue (activation), usual class: activators; 1.8% of 410,000 active; AID 652104, 2013; further: potency means the concentration at half of the fitted maximal effect; % of control where 0% means no effect; nearly all actives have a fitted effect of over 50% in size
#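 Growth rescue of TDP-43-toxic yeast measured as ATP luminescence (BacTiter-Glo). Cells grown to mid-log in raffinose, induced in galactose at OD600=0.02, exposed to compound 24 hr at 30 deg C.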
# GLP-1R inv ag – qHTS of GLP-1 Receptor Inverse Agonists (Inhibition Mode); AID 624417, 2012; 1.6% of 410,000 active; Glucagon-like peptide 1 receptor (Homo sapiens), P43220; HEK293 GLP-1R CRE-luciferase, luminescence, 24 h; GLP-1R form is constitutively active; Potency, µM (doses to about 38.3 µM), for the others: at the top dose activity change, negative = inhibition, most hits filed as inhibitors; further: potency means the concentration at half of the fitted maximal effect; on the % scale 0 is the no-effect control and ±100 the full control effect; nearly all actives have a fitted effect of over 55% in size
# Target sequence (P43220 whole entry, looked up): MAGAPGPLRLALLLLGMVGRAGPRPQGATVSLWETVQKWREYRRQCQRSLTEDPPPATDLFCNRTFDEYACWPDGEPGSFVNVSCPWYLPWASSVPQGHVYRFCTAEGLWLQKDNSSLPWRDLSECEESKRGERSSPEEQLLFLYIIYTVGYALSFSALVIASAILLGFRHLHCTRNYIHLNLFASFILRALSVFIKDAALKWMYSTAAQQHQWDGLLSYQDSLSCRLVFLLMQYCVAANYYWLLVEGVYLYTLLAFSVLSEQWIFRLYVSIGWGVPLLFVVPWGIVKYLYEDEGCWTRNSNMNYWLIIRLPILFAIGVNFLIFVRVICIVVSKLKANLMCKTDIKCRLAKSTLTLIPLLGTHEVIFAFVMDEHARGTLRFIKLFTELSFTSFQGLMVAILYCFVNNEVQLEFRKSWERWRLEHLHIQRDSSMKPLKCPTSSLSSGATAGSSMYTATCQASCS
#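 Cells are plated, allowed 12 hours at 37 deg C, then treated with compounds for 24 hr before luciferase detection reagent is added and luminescence is read after 12 min at room temperature. The HEK293 line carries constitutively active GLP-1R with a cAMP-responsive reporter.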
# KB-V1 MDR tox – qHTS assay for MDR1-selective chemotherapeutics: Primary screen using the drug-selected MDR subline cells KB-V1; KB-V1 MDR cells viability, CellTiter-Glo, 72 h; Potency, µM (titrated, usually from 46.1 µM), for inactives: at the top dose activity change, negative = cytotoxicity, hits mostly cytotoxic; 3.4% of 400,000 active; AID 1347076, 2019; further: potency means the concentration at half of the fitted maximal effect; on the % scale 0 is the no-effect control and ±100 the full control effect; nearly all actives have a fitted effect of over 60% in size
#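 Cytotoxicity toward P-gp-expressing KB-V1 cells was determined as loss of CellTiter-Glo luminescence after 72 h at 37 degrees C. Compounds were tested in quantitative HTS format across a concentration range, with curves fitted to normalized data.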
# HEK293 tox – qHTS of GLP-1 Receptor Inverse Agonists: Cytotox Screen. HEK293 cAMP-luciferase reporter cells, luminescence, 24 h. Potency, µM (titrated, usually from 38.3 µM), for the others: at the highest dose activity change, negative = inhibition, hits mostly inhibitors. AID 624418, 2012. 0.13% of 410,000 active;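 further: loss of luciferase light is scored as toxicity; potency means the concentration at half of the fitted maximal effect; on the % scale 0 is the no-effect control and ±100 the full control effect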
#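 Cells in DMEM/10% Nu serum/1% pen-strep, 1536-well format. Pre-incubated 12 h, dosed with 23 nL compound, incubated a further 24 h. Luciferase detection, 12 min at room temp, luminescence.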
# aSyn rescue – qHTS of alpha-syn Inhibitors | Potency, µM (highest dose often 46.1 µM), without a hit: at the highest dose growth rescue (activation), usual class: activators | 0.14% of 370,000 active | Yeast expressing alpha-synuclein, growth rescue, BacTiter-Glo, 24 h; further: potency means the concentration at half of the fitted maximal effect; % of control where 0% means no effect; nearly all actives have a fitted effect of over 65% in size
#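 Screening used galactose-induced yeast with toxic alpha-synuclein levels, exposed to compound for 24 hr at 30 deg C. Cell growth, read with BacTiter-Glo luminescence, gave the measured signal.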
# PTHR1 agonist – qHTS for PTHR1 Agonists: Primary Screen; Parathyroid hormone/parathyroid hormone-related peptide receptor (Homo sapiens), Q03431; HEK293 GP2 PTHR1 cells, GloSensor cAMP luminescence, 1 h; Potency, µM (highest dose often 115 µM), without a hit: at the highest dose activation, hits mostly activators; 0.075% of 410,000 active; further: potency means the concentration at half of the fitted maximal effect; nearly all actives have a fitted effect of over 55% in size; some results filed as inactive show a strong effect at the top dose; inactives centre near -15; many of its hits are not listed in these tables
#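 HEK-293-derived GP2 cells expressing PTHR1 and a GloSensor cAMP reporter, 3,000/well, plated overnight, given luciferin plus IBMX (each 0.5 mM as added) for 1 h at 37 °C, then compound for 1 h at 37 °C. Luminescence was read after 15 min at room temperature.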
# GLP-1R agonist – qHTS of GLP-1 Receptor Agonists; Glucagon-like peptide 1 receptor (Homo sapiens), P43220; HEK293 GLP-1R CRE-luciferase, luminescence, 4-6 h; cells express a hypersensitive GLP-1R form; Potency, µM (top dose mostly 45.6 µM), for inactives: at the highest dose activation, usual class: activators; 0.007% of 380,000 active; AID 624172, 2012; further: potency means the concentration at half of the fitted maximal effect; % of control where 0% means no effect
# D3 antag – qHTS of D3 Dopamine Receptor Antagonist: qHTS; D3R cells, DiscoveRx beta-arrestin luminescence, antagonist mode; stronger effect = lower value; D(3) dopamine receptor (Homo sapiens), P35462; max response, negative = inhibition, %; 2.5% of 360,000 active; in the data active means max response below about -50%; inconclusive means no clear call, values can overlap the other calls; further: on the % scale 0 is the no-effect control and ±100 the full control effect; mostly tested at two doses, the higher about 12 µM
# Target sequence (P35462 whole entry, looked up): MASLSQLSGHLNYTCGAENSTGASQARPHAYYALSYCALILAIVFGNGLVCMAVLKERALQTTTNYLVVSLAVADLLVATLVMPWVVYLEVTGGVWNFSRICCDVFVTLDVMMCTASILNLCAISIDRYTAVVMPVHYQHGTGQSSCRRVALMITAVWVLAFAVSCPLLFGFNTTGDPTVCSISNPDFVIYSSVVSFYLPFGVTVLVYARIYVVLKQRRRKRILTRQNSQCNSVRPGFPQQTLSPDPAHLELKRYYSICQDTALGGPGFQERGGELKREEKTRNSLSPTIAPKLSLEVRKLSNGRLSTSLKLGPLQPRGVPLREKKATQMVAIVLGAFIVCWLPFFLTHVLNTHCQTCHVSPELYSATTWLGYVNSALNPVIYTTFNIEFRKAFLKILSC
#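 Cells expressing the human receptor were seeded at 1500 cells/well, incubated overnight at 37 degrees C in 5% CO2, then exposed to library compounds with dopamine controls for 90 minutes at 37 degrees C before luminescent detection.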
# DRD3 agonist – qHTS of D3 Dopamine Receptor Agonist: qHTS; D(3) dopamine receptor (Homo sapiens), P35462; D3R DiscoveRx beta-arrestin cells, luminescence, 90 min; max activation, %; 0.58% of 410,000 active; AID 652048, 2013; in the data active means max activation above about 30%; further: 0% is about no effect; mostly tested at two doses, the higher about 12 µM
#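 Agonist-mode cell screen: cells plated at 1500/well and incubated overnight at 37 °C, then exposed to library compounds for 90 min at 37 °C. Detection reagent was added for 30–60 min at room temperature, and luminescence was read.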
# The depositor's hits bear a star; i = inactive; ? = inconclusive; . = not tested or not shown; & = joins results of further samples; [ ] = remark or other dose. Unless noted, the call rests on the fitted dose curve; in most records, active means well fitted curve in the direction sought with a large enough effect; inconclusive means small, poorly fitted or top-dose-only effect, or another doubt; inactive means no such curve, though single readings can be large; an effect the other way counts as inactive or inconclusive. These rows are one share of the data; count on the stated rates, not on these rows.
SMILES,TDP43 rescue,GLP-1R inv ag,KB-V1 MDR tox,HEK293 tox,aSyn rescue,PTHR1 agonist,GLP-1R agonist,D3 antag,DRD3 agonist
COc1ccc(-c2noc(-c3cccc(OC)c3OC)n2)cc1,22%,2%,.,6%,.,-30%,.,.,10
COC(=O)[C@H](CCSC)NC(=O)Nc1cccc(Br)c1,7%,-14%,11%,16%,-4%,i,0%,11,-28
CCOC(=O)C1(Cc2cccc(Cl)c2)CCCN(C(=O)c2cc(C)[nH]n2)C1 (stereo not drawn),10%,-5%,?,1%,1%,i,10%,?,1
CCCOc1ccc(NC(=O)C2CC(=O)N/C(=N/N=C(C)/C=C/c3ccc(N(C)C)cc3)S2)cc1 (stereo not drawn),23%,?,16µM*,0%,1%,-15%,4%,6,-4
CC(OC(=O)c1cccc(N(C)C)c1)C(=O)N1CCc2ccccc2C1 (stereo not drawn),29%,?,8.2µM*,-10%,3%,-6%,19%,3,2
CCN1C(=O)C(NC(C)=O)c2cc(Br)ccc21 (stereo not drawn),5%,0%,14%,-7%,4%,i,-1%,0,1
CC(C)(C)C(=O)Nc1c2c(nc3c1CCC3)CCCC2,0%,9%,-4%,1%,1%,6%[57.5 µM],-11%,12,2
COC(=O)N/N=C/c1cc(Br)ccc1O,-5%,13%,?,9%,3%,i,4%,8,16
CC1(C)C(=O)Nc2ccccc2N1C(=O)COc1ccccc1C#N,-23%,22%,-18%,0%,-9%,i,10%,3,6
O=c1oc2ccccc2n1Cc1ccccc1,-5%,?,-1%,18%,-4%,-1%,11%,1,10
CN(Cc1ccccc1)S(=O)(=O)c1ccc(Cl)c(C(=O)NCCCN2CCOCC2)c1,8%,?,-3%,0%,2%,i,1%,1,-8
CC(=O)N1CCCC1(C(=O)O)c1ccccc1 (stereo not drawn),-11%,24%,3%,2%,-3%,-5%,0%,2,-4
Cn1cc(/C=C(\NC(=O)c2ccccc2)C(=O)NCCN2CCOCC2)c2ccccc21,-13%,13%,-29%,1%,-20%,-1%,5%,?,2
N#Cc1ccc(-c2cccs2)nc1SCc1cccnc1,11%,-49%,?,-32%,11%,i,?,-29,-12
Nc1nnnn1/N=C/c1ccccc1OCc1ccc(Cl)cc1,-13%,3%,13%,4%,-1%,i,13%,3,-2
O=C(Nn1c(O)c(C=C2N=c3ccccc3=N2)sc1=S)c1ccccc1,-8%,-1%,26%,3%,2%,i,6%,-22,-4
CCNC(=O)NC(=O)C(C)OC(=O)[C@H](C)NS(=O)(=O)c1c(C)c(C)cc(C)c1C (stereo partly drawn),18%,-21%,-4%,-7%,2%,i,-3%,11,2
CCc1cccc2c(C(=O)COC(=O)c3ccc([N+](=O)[O-])s3)c[nH]c12,-92%[inhibitor],-6%,-1%,-19%,-78%[inhibitor],-11%,2%,-22,3
Cc1cccc(-n2ncc(C(=O)NC3CCCC3)c2C2CCN(C(=O)OC(C)(C)C)CC2)c1,5%,?,4%,2%,2%,4%,0%,4,-4
Nc1ccc(N2CCOCC2)cc1C(F)(F)F,16%[9.22 µM],1%,-7%,-1%,1%,i,6%,3,4
C/C(Cn1nnc([N+](=O)[O-])n1)=N\NC(=O)c1ccccc1O,25%,8%,-13%,-19%,-12%,10%,-4%,0,0
O=C(Cn1cc(C(F)(F)F)ccc1=O)N/N=C/c1ccccc1,18%,17%,3%,18%,-1%,-6%,6%,-5,-5
COC(=O)c1nn(-c2cccc(C(F)(F)F)c2)c(=O)cc1Sc1ccccn1,22%,6%,0%,2%,2%,i,-1%,35,8
O=C(O)Cn1cc(/C=C2\SC(=O)N(c3ccccc3)C2=O)c2ccccc21,-16%,-9%,14%,-8%,0%,i,12%,12,0
COC(=O)CNC(c1ccccc1)c1cc(Br)ccc1NC(=O)c1ccc(Cl)cc1 (stereo not drawn),?,?,-27%,-4%,.,-20%,.,.,5
CCOc1ccc(-n2cnnn2)cc1S(=O)(=O)NCCc1ccc(OC)c(OC)c1,-6%,8%,3%,5%,-11%,i,10%,-22,2
COc1ccc(N(CC(=O)NCCC2=CCCCC2)S(=O)(=O)c2c(C)[nH]c(=O)[nH]c2=O)cc1,-1%,8%,6%,10%,0%,26%,-6%,-2,2
CCN(CC)S(=O)(=O)c1ccc(C(=O)OCC(=O)NC2CCCC2)cc1,3%,15%,0%,-5%,7%,i,11%,0,3
CC1N(C)c2cc(NC(=O)c3cccs3)c(P(=O)(Nc3ccc([N+](=O)[O-])cc3)N3CCOCC3)cc2C1(C)C (stereo not drawn),-8%[9.22 µM],?,4%,-8%,5%,i,13%,-27,-12
CC1CCCC(NC(=O)CSC2=Nc3ccccc3C3CC=NN23)C1C (stereo not drawn),9%,1%,?,6%,23%,-77%,-1%,-22,-9

# A second format for 11 compounds above:
canonical_smiles	TDP43 rescue	GLP-1R inv ag	KB-V1 MDR tox	HEK293 tox	aSyn rescue	PTHR1 agonist	GLP-1R agonist	D3 antag	DRD3 agonist
O=C(Nn1c(O)c(C=C2N=c3ccccc3=N2)sc1=S)c1ccccc1	-8%	-1%	26%	3%	2%	i	6%	-22	-4
CCNC(=O)NC(=O)C(C)OC(=O)[C@H](C)NS(=O)(=O)c1c(C)c(C)cc(C)c1C (stereo partly drawn)	18%	-21%	-4%	-7%	2%	i	-3%	11	2
CCc1cccc2c(C(=O)COC(=O)c3ccc([N+](=O)[O-])s3)c[nH]c12	-92%[inhibitor]	-6%	-1%	-19%	-78%[inhibitor]	-11%	2%	-22	3
Cc1cccc(-n2ncc(C(=O)NC3CCCC3)c2C2CCN(C(=O)OC(C)(C)C)CC2)c1	5%	?	4%	2%	2%	4%	0%	4	-4
Nc1ccc(N2CCOCC2)cc1C(F)(F)F	16%[9.22 µM]	1%	-7%	-1%	1%	i	6%	3	4
C/C(Cn1nnc([N+](=O)[O-])n1)=N\NC(=O)c1ccccc1O	25%	8%	-13%	-19%	-12%	10%	-4%	0	0
O=C(Cn1cc(C(F)(F)F)ccc1=O)N/N=C/c1ccccc1	18%	17%	3%	18%	-1%	-6%	6%	-5	-5
COC(=O)c1nn(-c2cccc(C(F)(F)F)c2)c(=O)cc1Sc1ccccn1	22%	6%	0%	2%	2%	i	-1%	35	8
O=C(O)Cn1cc(/C=C2\SC(=O)N(c3ccccc3)C2=O)c2ccccc21	-16%	-9%	14%	-8%	0%	i	12%	12	0
COC(=O)CNC(c1ccccc1)c1cc(Br)ccc1NC(=O)c1ccc(Cl)cc1 (stereo not drawn)	?	?	-27%	-4%	.	-20%	.	.	5
CCOc1ccc(-n2cnnn2)cc1S(=O)(=O)NCCc1ccc(OC)c(OC)c1	-6%	8%	3%	5%	-11%	i	10%	-22	2

# Going on with the list.
SMILES,TDP43 rescue,GLP-1R inv ag,KB-V1 MDR tox,HEK293 tox,aSyn rescue,PTHR1 agonist,GLP-1R agonist,D3 antag,DRD3 agonist
CCCCN(CCCC)CCNC(=O)c1cn(CC)c2ccc(S(=O)(=O)N(C)C3CCCCC3)cc2c1=O,8%&-6%,12%&9%,12%&-3%,-8%&1%,0%,-9%,-1%&0%,?,-7&-13
COc1ccc(Cn2c(C3CC3)nc3ccc(NC(=O)c4cccnc4)cc3c2=O)cc1,8%,?,?,0%,9%,i,?,7,1
CCOC(=O)CSc1nc2sc3c(c2c(=O)n1CC)CC(C)(C)OC3,-4%,1%,-1%,-3%,19%,3%[57.5 µM],16%,0,-1
O=C(CCn1c(=O)sc2ccccc21)NCCN1CCOCC1,0%,4%,4%,-16%,-2%,i,2%,4,-2
COc1cc(-c2noc(-c3ccc(N4CCCC4)c([N+](=O)[O-])c3)n2)cc(OC)c1OC,15%,-1%,0%,3%,.,i,.,.,4
NC(=O)c1c(NC(=O)CSc2nnc(Cc3ccccc3)n2Cc2ccco2)sc2c1CCC2,-7%,3%,15µM*,-10%,3%,-26%,7%,-22,-3
CC(=O)N1CCCc2cc(S(=O)(=O)N3CCC(C(=O)Nc4ccc(C)cc4Cl)CC3)ccc21,16%,23%,-9%,9%,.,-71%[inhibitor],.,.,10
O=C(Nc1ccc(Cl)cc1C(=O)O)c1ccc2c(c1)C(=O)N(Cc1ccco1)C2=O,16%,11%,?,7%,-12%,-9%,0%,36,9
O=C(C1CCC(=O)N(C2CCCCCC2)C1)N1CCN(c2ccccc2Cl)CC1 (stereo not drawn),35µM*,?,?,6%,10%,-35%[inhibitor],6%,0,-9
COc1ccc(C2CC(=O)c3c([nH]c(C(=O)OC4CCCC4)c3C)C2)cc1OC (stereo not drawn),0%,5%,-9%,5%,.,-64%[inhibitor],.,.,-6
O=C(NCCN1CCN(C(=O)c2cccc(Br)c2)CC1)C(=O)Nc1ccc(Br)cc1,-15%,?,?,-12%,7%,-23%,15%,0,-3
CCOC(=O)CN1C(=O)c2cccnc2Oc2ccccc21,13%,11%,.,-3%,.,i,.,.,2
Cc1cc(C)n2nc(SCCOc3ccccc3)nc2n1,?,56%[activator][7.66 µM],?,-8%[7.66 µM],0%,-26%,-2%,-23,-3
Cc1cccc(NC(=O)CSc2nnc3[nH]c(=O)cc(C)n23)c1C,?,3%,.,2%,.,11%,.,.,-5

# Screens as filed in PubChem BioAssay.
